Neddylation inh: cullin neddylation inhibition; P61081+Q13564; TR-FRET cullin neddylation, biochemical; calls only at 25 µM; 0.58% of 360,000 active; AID 651699; in the data active = inhibition above about 36%
Target sequence (P61081 whole entry, looked up): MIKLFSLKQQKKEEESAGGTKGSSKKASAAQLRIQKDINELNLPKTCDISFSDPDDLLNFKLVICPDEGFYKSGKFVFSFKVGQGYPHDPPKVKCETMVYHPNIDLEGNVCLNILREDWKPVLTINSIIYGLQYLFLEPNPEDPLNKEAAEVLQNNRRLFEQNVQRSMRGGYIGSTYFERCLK
Target sequence (Q13564 whole entry, looked up): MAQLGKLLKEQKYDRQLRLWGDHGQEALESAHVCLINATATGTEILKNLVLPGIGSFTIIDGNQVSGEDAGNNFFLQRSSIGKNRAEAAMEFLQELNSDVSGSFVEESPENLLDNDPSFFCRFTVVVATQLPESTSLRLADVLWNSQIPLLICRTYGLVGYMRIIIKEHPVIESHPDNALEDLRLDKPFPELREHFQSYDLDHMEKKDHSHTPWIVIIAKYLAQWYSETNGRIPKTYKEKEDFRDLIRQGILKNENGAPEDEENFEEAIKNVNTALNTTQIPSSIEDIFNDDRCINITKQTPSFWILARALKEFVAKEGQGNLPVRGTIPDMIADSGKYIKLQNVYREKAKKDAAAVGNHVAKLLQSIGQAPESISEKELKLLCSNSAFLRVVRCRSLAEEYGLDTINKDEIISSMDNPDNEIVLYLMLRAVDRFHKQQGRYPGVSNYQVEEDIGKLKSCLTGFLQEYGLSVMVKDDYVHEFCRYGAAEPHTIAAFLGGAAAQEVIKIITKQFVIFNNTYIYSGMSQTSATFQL
Scp1 inh: Scp-1 (human) phosphatase inhibition | Q9GZU7 | Recombinant Scp1, phosphopeptide, malachite green phosphate absorbance | inhibition, % at 20 µM | 0.88% of 340,000 active | AID 493091;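 active = inhibition above about 50% at 20 µM, limit read from the data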;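 note: plate controls were DMSO wells with enzyme for no effect and wells lacking enzyme for full effect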
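Test system: SCP-1 catalytic domain; Buffer or medium: Acidic Tris acetate buffer with magnesium and detergent; Also added: Phosphorylated 17-residue peptide substrate; Compound: single 20 µM dose, 1% DMSO; Schedule: enzyme reaction 45 min at room temperature, colour 5 min, stabilisation 30 min; Signal: Phosphate-binding colour reagent, absorbance read at 630 nm.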
SUMO1-SIM PPI: SUMO1-SIM interaction modulation | AID 602429 | inhibition, % at 20 µM | 0.33% of 360,000 active | P63165 | SUMO1 binding to a labelled peptide, TR-FRET, 1 h; in the data active = inhibition above about 37%
Rin1 Abl inh: human Rin1-Abl interaction inhibition. P00519+Q13671. AID 588664. 0.4% of 360,000 active. TR-FRET Rin1/Abl binding, biochemical. inhibition, % at 7.35 µM; in the data active = inhibition above about 5%, passing the limit was not always enough
CSN deneddyl inh: blocks human CSN-mediated cullin deneddylation. Purified CSN, SCF-Nedd8-OG deneddylation, fluorescence polarization. inhibition, % at 12.5 µM. 0.38% of 360,000 active. AID 651999;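 active = pattern-corrected inhibition above about 35%, with an unprinted fluorescence ratio check between 0.5 and 1.5, limit read from the data, passing the limit was not always enough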;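 note: 0% = enzyme with substrate and 100% = substrate without enzyme; some results filed as inactive read as strong as hits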
Target sequence (Q92905 whole entry, looked up, one chain of several): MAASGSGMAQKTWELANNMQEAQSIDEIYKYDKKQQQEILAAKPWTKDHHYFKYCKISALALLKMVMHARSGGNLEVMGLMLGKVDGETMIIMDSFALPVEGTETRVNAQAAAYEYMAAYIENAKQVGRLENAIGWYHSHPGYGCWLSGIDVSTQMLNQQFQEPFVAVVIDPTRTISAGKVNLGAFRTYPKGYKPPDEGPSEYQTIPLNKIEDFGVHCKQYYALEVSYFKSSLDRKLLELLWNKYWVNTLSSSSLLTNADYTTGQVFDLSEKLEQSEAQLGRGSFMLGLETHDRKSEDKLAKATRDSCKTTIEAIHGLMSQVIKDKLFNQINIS
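test system = HEK293T-derived human Csn5 enzyme | amount = 0.24 nM Csn5 enzyme, final concentration | medium = Tris/NaCl/DTT buffer, pH 7.5 | schedule = 90 min reaction at room temperature | signal = FP | evaluation = inhibition of Csn5 cleavage, % | compound dosing = single dose of 12.5 µM compound with 0.25% DMSO | probe or stimulus = 10 nM SCFSkp2-Nedd8OG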
LMPTP inh: LMPTP (human) inhibition; inhibition, % at 20 µM; AID 651560; P24666; recombinant LMPTP-A, OMFP fluorogenic substrate, fluorescence intensity; 0.22% of 360,000 active;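 active = compounds that cut the enzyme signal by at least half of the control window in the single-dose screen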;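 note: plate controls were DMSO wells with enzyme plus substrate for no effect and substrate without enzyme for full effect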
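Material: LMPTP-A; amount: 0.625 nM enzyme; doses: single 20 µM dose; times: reaction 50 min, room temperature, dark; technique: fluorescence intensity of OMFP turnover product; benchmarks: no-enzyme and uninhibited controls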
NadD block: blocks S. aureus nicotinate mononucleotide adenylyltransferase | inhibition, % at 20 µM | 0.78% of 360,000 active | purified NadD enzyme, colorimetric absorbance read-out; in the data active = inhibition above about 26%; note: some compounds past the cut are filed as inactive
Rpn11 inh: Rpn11 (human) deubiquitinase inhibition. O00487. human 26S proteasome, Ub4-pepOG fluorescence polarization; 20S core pre-blocked with epoxomicin. calls only at 20 µM. 0.59% of 360,000 active;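 active = inhibition at 20 µM, scaled to each plate's controls, above about 33%, limit read from the data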
DNMT1 block: blocks human DNA methyltransferase DNMT1; inhibition (reported as % activation of signal), % at 10 µM; 0.83% of 360,000 active; DNMT1 molecular beacon, Hinp1I cleavage, fluorescence; P26358; in the data active = inhibition above about 50%
STEP block: inhibitors of human striatal-enriched phosphatase STEP | P54829 | recombinant STEP, OMFP fluorogenic substrate, fluorescence | inhibition, % at 20 µM | 0.25% of 360,000 active;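 active = inhibition at 20 µM, scaled per plate between control wells, above about 37%, limit read from the data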;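 note: 0% = DMSO with enzyme and substrate and 100% = substrate only without enzyme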
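Test system: STEP tyrosine phosphatase / Reagent: OMFP at 25 µM / Doses: 20 µM, 1% DMSO / Read-out: percent inhibition scaled to no-enzyme and uninhibited-enzyme controls, plate-pattern corrected / Detection: FITC-channel fluorescence of OMFP product / Medium: Bis-Tris buffer pH 6.0, 2.5 mM DTT, 0.005% Tween 20 / Schedule: 20 min at room temperature, dark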
Numbers without * were called inactive; i = inactive; . = not tested or not shown.

1. CCOC(=O)C(=CNc1cscc1S(=O)(=O)C(C)C)C(=O)OCC
2. O=C(NCc1ccccc1Cl)[C@H]1CCCN1C(=O)[C@H]1CCCN1
3. COc1ccc(C(=O)C2CCCN(Cc3c(O)cccc3OC)C2)cc1OC (configuration not stated)
4. CC(C)(C)[C@H]1C=C(C(=O)Nc2ccccc2)O[C@@H](OCc2ccc(CO)cc2)C1
5. C[C@@H]1CNC(=O)c2c(C(=O)Nc3cccc(Cl)c3)ncn21
6. COC(=O)c1cccc(NC(=O)c2cccs2)c1C

assay / entry	1	2	3	4	5	6
Neddylation inh	i	i	i	i	i	i
Scp1 inh	-6	.	-6	-5	.	-2
SUMO1-SIM PPI	0	-1	3	3	-2	2
Rin1 Abl inh	1	.	-2	0	1	2
CSN deneddyl inh	-5	-2	-4	-1	0	3
LMPTP inh	1.4	-0.1	-1.6	-0.9	0.0	-0.7
NadD block	1	-3	-5	-14	1	-3
Rpn11 inh	i	.	i	i	i	i
DNMT1 block	-1	.	-5	5	-4	-2
STEP block	1	.	2	1	-1	-3

7. Cc1ccc2c(C(=O)CN3CCCCC3CCO)c(C)[nH]c2c1 (configuration not stated)
8. CO/N=C/NC(=O)N1OC[C@@H]2COc3ccc4ccccc4c3[C@@H]21
9. CN1Cc2c(N3CCOCC3)nc(SCc3ccccc3)c(C#N)c2CC1(C)C
10. Cc1ccc(NC(=O)CNCc2ccccn2)cc1S(=O)(=O)N(C)C
11. O=C(N/N=C/c1ccncc1)c1cc(Br)ccc1OCc1ccccc1
12. CCCCN(C)C(=O)c1nc2ccccn2c1CN1CCC[C@H]1CO

assay / entry	7	8	9	10	11	12
Neddylation inh	i	i	i	i	i	i
Scp1 inh	-3	1	3	-6	-3	-3
SUMO1-SIM PPI	0	-5	-19	-2	0	3
Rin1 Abl inh	-4	0	2	1	0	1
CSN deneddyl inh	4	-2	-41	-4	-1	2
LMPTP inh	-0.9	0.3	-1.3	-2.0	2.0	0.3
NadD block	-1	-2	-8	-8	-4	1
Rpn11 inh	i	i	i	i	i	i
DNMT1 block	-9	0	1	-6	2	-2
STEP block	-2	3	0	-1	3	-3

13. COc1ccc(-c2cc(N)n(S(=O)(=O)c3ccc(C)cc3)n2)c(OC)c1
14. O=C(O)/C=C/c1ccc(S(=O)(=O)N2CCCCCC2)cc1
15. CC(=O)OC[C@@H]1CN(Cc2ccccc2)C[C@H](n2cnc3c(Nc4ccccc4)ncnc32)O1
16. Cc1nc2c(nnn2Cc2ccccc2)c(=O)[nH]1
17. CCCNc1ncnc2nc[nH]c12
18. COc1ccc(S(=O)(=O)N2CCN(Cc3cccs3)CC2)cc1OC

assay / entry	13	14	15	16	17	18
Neddylation inh	i	i	.	i	i	i
Scp1 inh	-7	-1	.	31	-5	-8
SUMO1-SIM PPI	4	0	2	11	-1	5
Rin1 Abl inh	-2	2	0	-1	-3	2
CSN deneddyl inh	-4	0	-2	8	-1	4
LMPTP inh	1.4	0.3	3.1	0.1	-0.5	-0.8
NadD block	-2	-3	-7	0	0	0
Rpn11 inh	i	i	i	i	i	i
DNMT1 block	-5	1	-4	-4	-1	0
STEP block	-6	0	2	2	-2	2

19. COc1cc(/C=C2\CCCc3c2nc2ccccc2c3C(=O)O)cc(OC)c1O
20. CCOc1cccc(OCCOCCN(C)Cc2ccccc2)c1
21. CC(=O)Nc1nnc(/C=C/c2cccc([N+](=O)[O-])c2)s1
22. Cc1cc(=O)[nH]c(SCC(=O)Nc2ccccc2C)n1
23. O=C(CN1C(=O)c2cccc3cccc(c23)C1=O)N1CCN(c2ccccn2)CC1
24. CCN1C(=O)c2cccc3c(Cl)ccc1c23

assay / entry	19	20	21	22	23	24
Neddylation inh	i	i	i	i	i	i
Scp1 inh	-14	-6	-5	-6	5	1
SUMO1-SIM PPI	1	0	-14	4	-23	-23
Rin1 Abl inh	0	0	2	-2	-3	4
CSN deneddyl inh	5	-1	1	-4	-3	0
LMPTP inh	0.2	1.2	-1.2	-0.7	2.0	0.3
NadD block	-8	1	3	5	6	0
Rpn11 inh	i	i	i	i	i	i
DNMT1 block	4	-1	6	0	1	1
STEP block	1	-1	0	-2	0	1

25. CCOC(=O)CN1CC23C=CC(O2)C(C(=O)Nc2ccc(OC)cc2OC)C3C1=O (configuration not stated)
26. Cc1ccc(S(=O)(=O)N2CCOCC2)cc1C(=O)Nc1cc(Cl)ccc1N1CCOCC1
27. O=C(NCCc1ccc2c(c1)OCCO2)c1cc(F)cc(F)c1
28. COCCN(C(=O)CSc1nnc(-c2ccccc2F)o1)c1c(N)n(Cc2ccccc2)c(=O)[nH]c1=O
29. COc1ccc2cc(CCNC(=O)c3c(-c4ccccc4Cl)noc3C)c(=O)[nH]c2c1
30. CC(NCc1cccn1C)c1ccccc1 (configuration not stated)

assay / entry	25	26	27	28	29	30
Neddylation inh	i	i	i	i	i	i
Scp1 inh	-4	-4	-4	.	-3	-1
SUMO1-SIM PPI	11	1	-1	2	4	2
Rin1 Abl inh	1	1	-3	-4	0	-2
CSN deneddyl inh	-3	-4	-1	0	-1	-4
LMPTP inh	0.8	0.0	-0.2	0.6	-0.6	-1.8
NadD block	1	4	-14	2	-3	-3
Rpn11 inh	i	i	i	i	i	i
DNMT1 block	-2	-1	3	0	-1	-2
STEP block	4	2	1	0	0	-1

31. O=C1CN(C(=O)COc2ccc(Cl)c(Cl)c2)c2ccccc2N1
32. CC(C)c1ccc(NC2CCCN(C(=O)c3cscn3)C2)cc1 (configuration not stated)
33. COC(=O)[C@@]1(Sc2ccccc2)CC(=O)N[C@@H]1c1ccccc1
34. Clc1ccc(-c2noc(CN(Cc3ccccn3)CC3CCCO3)n2)cc1 (configuration not stated)
35. O=C(Nc1nc2c(s1)CCCC2)C1CCCN1C(=O)c1cccs1 (configuration not stated)
36. COc1ccc(C)cc1NC(=O)CN(C)C1CCCCC1

assay / entry	31	32	33	34	35	36
Neddylation inh	i	i	i	i	i	i
Scp1 inh	-3	-2	.	-2	1	-2
SUMO1-SIM PPI	1	-4	2	-3	1	6
Rin1 Abl inh	2	0	.	4	-4	15*
CSN deneddyl inh	-8	2	4	3	-3	2
LMPTP inh	0.3	0.5	-1.1	-1.0	-3.7	-0.9
NadD block	-1	-4	3	-3	3	-3
Rpn11 inh	i	i	.	i	i	i
DNMT1 block	-2	-1	.	0	10	1
STEP block	-2	0	.	-2	-4	-4

37. CCc1ccc2[nH]c(O)c(N=Nc3nc(-c4ccccc4)cs3)c2c1
38. COc1ccccc1NC(=S)N(Cc1ccco1)Cc1cc2cc(C)ccc2[nH]c1=O
39. O=C(COC(=O)c1ccc([N+](=O)[O-])o1)NC1CCS(=O)(=O)C1 (configuration not stated)
40. CC[C@H](C)[C@H](NC(=O)OCc1ccccc1)C(=O)OCC(=O)Nc1ccc(N2CCOCC2)cc1
41. O=C(NCCC1=CCCCC1)c1cc(S(=O)(=O)N2CCOCC2)ccc1Cl
42. COC(=O)CSc1nnc(NC(=O)c2ccc3c(c2)OCO3)s1

assay / entry	37	38	39	40	41	42
Neddylation inh	i	i	i	i	i	i
Scp1 inh	-4	2	0	-7	-7	1
SUMO1-SIM PPI	-35	1	-3	2	-1	-1
Rin1 Abl inh	1	-3	-3	4	3	5
CSN deneddyl inh	8	3	-3	-5	2	1
LMPTP inh	2.2	1.8	-0.8	0.9	-0.5	0.8
NadD block	23	5	1	-3	-1	-3
Rpn11 inh	i	i	i	i	i	i
DNMT1 block	-5	13	-13	-1	4	2
STEP block	5	-2	-1	1	-1	2

An excerpt from above in order of formula weight, lowest first.
39. O=C(COC(=O)c1ccc([N+](=O)[O-])o1)NC1CCS(=O)(=O)C1 (configuration not stated)
41. O=C(NCCC1=CCCCC1)c1cc(S(=O)(=O)N2CCOCC2)ccc1Cl
40. CC[C@H](C)[C@H](NC(=O)OCc1ccccc1)C(=O)OCC(=O)Nc1ccc(N2CCOCC2)cc1

assay / entry	39	41	40
Neddylation inh	i	i	i
Scp1 inh	0	-7	-7
SUMO1-SIM PPI	-3	-1	2
Rin1 Abl inh	-3	3	4
CSN deneddyl inh	-3	2	-5
LMPTP inh	-0.8	-0.5	0.9
NadD block	1	-1	-3
Rpn11 inh	i	i	i
DNMT1 block	-13	4	-1
STEP block	-1	-1	1

(continued)
43. O=C1Nc2c(Br)cccc2C1=O
44. c1ccc(CNc2nc(NCc3cccs3)nc3ccsc23)cc1
45. Cn1ccnc1SCC(=O)Nc1ccc2c(c1)COC2=O
46. O=C(CSc1nncs1)NCCNC(=O)CSc1nncs1
47. CCCN1CCN(S(=O)(=O)c2cn(C)nc2C)CC1
48. N#Cc1ccc(C(c2nnnn2CCc2ccccc2)N2CCCCCC2)cc1 (configuration not stated)

assay / entry	43	44	45	46	47	48
Neddylation inh	i	i	i	i	i	i
Scp1 inh	-4	.	15	4	-6	-1
SUMO1-SIM PPI	2	1	5	4	-2	-22
Rin1 Abl inh	-3	2	4	-2	-4	6
CSN deneddyl inh	5	-5	-4	-2	-7	7
LMPTP inh	-1.2	21	1.8	2.0	-5.0	-1.5
NadD block	4	2	4	-2	-3	-2
Rpn11 inh	i	i	i	i	i	i
DNMT1 block	-11	-3	2	2	3	-2
STEP block	0	9	-4	0	-1	-6

49. COc1cc(OC)c2c(-c3cccc(-c4cccc(N)c4)c3)cc(=O)oc2c1
50. COc1ccc(-n2nc(C)cc2Nc2ccccc2C(=O)O)cc1
51. O=C1CC(N2CCN(C(c3ccccc3)c3ccccc3)CC2)C(=O)N1 (configuration not stated)
52. COc1cc(C(=O)Nc2nnc(SC)s2)c([N+](=O)[O-])cc1OC
53. O=C(NCc1ccccc1Cl)c1csc([C@@H]2C[C@H](O)[C@@H](CO)O2)n1
54. O=S(=O)(c1cccs1)N1CCN(CC(O)COc2cccc(Br)c2)CC1 (configuration not stated)
55. CCc1ccc2[nH]c(=O)c(CN(CCCN3CCOCC3)C(=O)Nc3ccc(F)cc3)cc2c1
56. COc1cc(C2C3=C(CCCC3=O)Nc3ccc4ncccc4c32)ccc1O (configuration not stated)

assay / entry	49	50	51	52	53	54	55	56
Neddylation inh	i	i	i	i	i	i	i	i
Scp1 inh	12	-27	-6	-8	.	-11	-4	-1
SUMO1-SIM PPI	-5	25	-3	0	1	1	-4	5
Rin1 Abl inh	-3	-1	-1	4	-1	-2	-1	4
CSN deneddyl inh	1	-4	6	-3	0	-1	1	7
LMPTP inh	2.4	0.4	-1.8	-1.3	-1.7	-1.2	0.0	2.4
NadD block	11	-4	3	-2	-1	6	-3	3
Rpn11 inh	i	i	i	i	i	i	i	i
DNMT1 block	-20	-1	2	0	0	-5	0	-16
STEP block	-1	1	-2	-1	-2	2	-2	0

Retrieved by structure from above, 2 records:
21. CC(=O)Nc1nnc(/C=C/c2cccc([N+](=O)[O-])c2)s1
14. O=C(O)/C=C/c1ccc(S(=O)(=O)N2CCCCCC2)cc1

assay / entry	21	14
Neddylation inh	i	i
Scp1 inh	-5	-1
SUMO1-SIM PPI	-14	0
Rin1 Abl inh	2	2
CSN deneddyl inh	1	0
LMPTP inh	-1.2	0.3
NadD block	3	-3
Rpn11 inh	i	i
DNMT1 block	6	1
STEP block	0	0

Compound activity (PubChem)
